NR2E3 ag-1: agonists of human nuclear receptor NR2E3; Q9Y5X4; GST-NR2E3/biotin-RetCOR TR-FRET, 1536-well; inhibition of corepressor binding, % at 4.78 µM; 320,000 tested, 0.12% active; AID 2300;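 active means percent inhibition above the cutoff of mean plus 3 SD of all tested compounds, set per screening campaign, cut at about 20% in these data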;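 further: 0% = DMSO wells and 100% = biotin wells as full block of FRET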
Target sequence (Q9Y5X4 whole entry, looked up): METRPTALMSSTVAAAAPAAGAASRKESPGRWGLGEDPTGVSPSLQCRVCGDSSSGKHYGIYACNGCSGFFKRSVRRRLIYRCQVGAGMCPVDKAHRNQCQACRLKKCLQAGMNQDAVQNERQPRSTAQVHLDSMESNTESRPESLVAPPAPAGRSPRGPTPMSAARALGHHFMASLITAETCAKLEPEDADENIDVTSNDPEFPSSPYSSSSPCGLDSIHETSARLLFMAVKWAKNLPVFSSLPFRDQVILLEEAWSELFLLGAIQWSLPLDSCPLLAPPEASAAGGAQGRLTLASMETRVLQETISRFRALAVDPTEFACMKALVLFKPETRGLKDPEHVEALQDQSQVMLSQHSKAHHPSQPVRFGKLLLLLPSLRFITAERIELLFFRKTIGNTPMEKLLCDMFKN
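Material: NR2E3–RetCOR corepressor complex / Incubation: Compound–protein incubation for 5 h at 4 °C / Dosing: compound at 4.8 µM, single dose / Detection: time-resolved FRET / Benchmarks: high control biotin, low control 0.6% DMSO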
HIF-2a inh: blocks HIF-2a reporter activity | 786-0 RCC cells HIF-2a reporter, luciferase luminescence, overnight | inhibition, % at 18.8 µM | 360,000 tested, 0.72% active;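 active means inhibition of the luminescence signal of 40% or more relative to plate controls, in a single-dose primary screen at 18.75 µM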
m5-HT2A agonist: mouse HTR2A agonism via beta-arrestin recruitment | P35363 | CHO-K1 mHTR2A beta-arrestin complementation, luminescence; percent of 30 µM serotonin response | activation, % at 7.6 µM | 360,000 tested, 0.66% active | AID 624169;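 active means activation above a run cutoff, the mean activation of all tested compounds plus 3 SD, cut at about 14% in these data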;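 further: 0% = plate median of compound wells and 100% = 30 µM serotonin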
NR2E3 ag-2: agonists of human NR2E3 nuclear receptor. CHO-S Gal4-NCOR/VP16-NR2E3 two-hybrid, luciferase. inhibition of corepressor binding, % at 3.98 µM. 360,000 tested, 0.35% active. AID 602229;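 active means inhibition above the mean of all tested compounds plus 3 SD, cut at about 70% in these data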;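 further: 0% = DMSO with NR2E3 transfected cells and 100% = cells lacking NR2E3 construct; higher means lower luciferase signal from less NR2E3 corepressor binding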
Shn3 3UTR inh: Schnurri-3 reporter inhibition in Clone20 osteoblasts; 360,000 tested, 0.52% active; Clone20 osteoblast Shn3 3'UTR firefly luciferase, 24 h; inhibition, % at 12.5 µM; AID 588674;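 active means mean inhibition of at least 75% with every replicate also reaching 75%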;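 further: 0% = median of neutral control wells and 100% = pilot-screen positive control compound; some compounds past the cut are filed as inactive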
PDI turbidity: PDI (human) enzyme inhibition. 350,000 tested, 0.052% active. PDI insulin aggregation turbidity, A650, 90 min. inhibition, % at 10 µM;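 active means mean inhibition across replicates of 30% or more, whatever share of single replicates reach that level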;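 further: absorbance from insulin aggregation driven by PDI reduction with DTT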
Target sequence (P07237 whole entry, looked up): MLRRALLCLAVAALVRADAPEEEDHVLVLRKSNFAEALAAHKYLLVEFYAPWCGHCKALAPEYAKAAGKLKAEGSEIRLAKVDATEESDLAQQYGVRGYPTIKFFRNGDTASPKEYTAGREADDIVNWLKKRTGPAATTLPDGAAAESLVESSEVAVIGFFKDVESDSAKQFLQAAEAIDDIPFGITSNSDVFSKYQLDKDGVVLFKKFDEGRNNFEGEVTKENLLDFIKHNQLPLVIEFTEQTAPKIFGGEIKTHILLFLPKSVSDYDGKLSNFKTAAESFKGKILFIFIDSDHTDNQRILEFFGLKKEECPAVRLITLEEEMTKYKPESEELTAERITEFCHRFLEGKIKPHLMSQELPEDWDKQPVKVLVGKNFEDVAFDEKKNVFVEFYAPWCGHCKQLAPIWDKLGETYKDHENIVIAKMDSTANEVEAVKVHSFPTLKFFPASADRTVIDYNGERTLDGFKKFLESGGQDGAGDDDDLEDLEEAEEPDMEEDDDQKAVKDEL
CaV13 FRET inh: Primary screen for inhibitors of IQ motif and Ca2+-dependent inactivation inhibitor domain binding in CACNA1D, Förster resonance energy transfer in living cells, … | HEK cells, CFP/YFP FRET ICDI-IQ, plate reader, 10 min; percent FRET-ratio fall versus neutral wells | inhibition, % at 12.3 µM | 340,000 tested, 0.098% active;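 active means mean replicate inhibition of at least 30% and at least 1% of replicates passing that level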;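 further: 0% = median of the neutral control wells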
iPSC survival up: increases survival of single human iPS cells; hiPSC single-cell survival, ATPlite luminescence; 100% = ROCK inhibitor wells, 0% = DMSO; survival enhancement, % at 20 µM; 360,000 tested, 0.044% active; in the data active means survival enhancement above about 18%;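 further: cells exposed to compounds for 16 hours before the ATP read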
TRPM1 prom inh: inhibitors of MITF-driven TRPM1 promoter in melanoma cells. SK-MEL-5 TRPM1 promoter luciferase, 24 h. inhibition, % at 12.5 µM. 330,000 tested, 0.83% active;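 active means mean inhibition across replicates of 60% or more, whatever share of single replicates reaches that level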; further: values of inactives mirror those of a sister screen read the other way
Peg3 prom inh: Peg3 promoter activity inhibition; AID 588405; inhibition, % at 20 µM; HeLa PEG-Prom luciferase reporter, luminescence, overnight; 360,000 tested, 1.7% active;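 active means inhibition of at least 50% at 20 µM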
Cardio protect: protects H9c2 cardiomyocytes from peroxide injury | H2O2 injury protection, ATPLite, 2 h | protection from H2O2 cell death, % at 20 µM | 360,000 tested, 0.63% active;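 active means compounds giving at least 50% protection of heart cells from peroxide-induced death in the single-dose screen, raw or plate-pattern-corrected value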;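 further: 0% = DMSO wells with peroxide and 100% = DMSO wells without peroxide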
* = called active by the depositor.

CCN(CC)S(=O)(=O)c1ccc(C(=O)NCCN2C(=O)S/C(=C\c3cccnc3)C2=O)cc1 was read as NR2E3 ag-1 0, HIF-2a inh 3, m5-HT2A agonist 2, NR2E3 ag-2 -38, Shn3 3UTR inh -9, PDI turbidity -17, CaV13 FRET inh -5, iPSC survival up -1.4, TRPM1 prom inh -9, Peg3 prom inh -1 and Cardio protect 29.
COC(=O)/C=C/c1ccc(-n2cncn2)cc1 was read as NR2E3 ag-1 1, HIF-2a inh -36, m5-HT2A agonist 6, NR2E3 ag-2 -31, Shn3 3UTR inh -14, PDI turbidity -1, CaV13 FRET inh 2, iPSC survival up 1.2, TRPM1 prom inh 6, Peg3 prom inh -15 and Cardio protect -1.
For COc1ccc(CN2C(=O)C(CC(=O)NC3CC3)CC(C(=O)N3CCOCC3)=C2C)cc1 (configuration not stated) the results were HIF-2a inh -2, m5-HT2A agonist 0, NR2E3 ag-2 -4, Shn3 3UTR inh 10, CaV13 FRET inh -6, iPSC survival up -1.2, Peg3 prom inh 0 and Cardio protect 1.
Screening CN(C)c1ccc(C=NN2C(=O)CSC2=S)c(Cl)c1 returned HIF-2a inh 6, m5-HT2A agonist -9, NR2E3 ag-2 3, Shn3 3UTR inh -6, PDI turbidity -7, CaV13 FRET inh -5, iPSC survival up -0.8, Peg3 prom inh 7 and Cardio protect -6.
`COc1cc(OC)cc(C(=O)N2CCN(c3ncccn3)CC2)c1` gave NR2E3 ag-1 3, HIF-2a inh 6, m5-HT2A agonist 1, NR2E3 ag-2 -2, Shn3 3UTR inh -2, PDI turbidity 9, CaV13 FRET inh -7, iPSC survival up -1.0, TRPM1 prom inh 4, Peg3 prom inh 6 and Cardio protect -2.
Screening Nc1c(N(CCC2=CCCCC2)C(=O)Cc2ccccc2F)c(=O)[nH]c(=O)n1Cc1ccccc1 returned NR2E3 ag-1 5, HIF-2a inh 5, m5-HT2A agonist 4, NR2E3 ag-2 -27, Shn3 3UTR inh 29, PDI turbidity 14, CaV13 FRET inh -6, iPSC survival up 0.3, TRPM1 prom inh -1, Peg3 prom inh 14 and Cardio protect -2.
For O=C(Cn1c(=O)cnc2ccccc21)NCC(=O)Nc1ccc(F)c(F)c1 the results were NR2E3 ag-1 2, HIF-2a inh 5, m5-HT2A agonist 3, NR2E3 ag-2 -4, Shn3 3UTR inh 5, PDI turbidity 3, CaV13 FRET inh -5, iPSC survival up -0.6, TRPM1 prom inh 9, Peg3 prom inh -21 and Cardio protect 4.
`Cc1ccc(C(=O)NNC(=O)c2ccc(C)cc2)cc1` gave NR2E3 ag-1 -3, HIF-2a inh -76, m5-HT2A agonist 7, NR2E3 ag-2 5, Shn3 3UTR inh -5, PDI turbidity -9, CaV13 FRET inh 5, iPSC survival up -0.4, TRPM1 prom inh -17, Peg3 prom inh -39 and Cardio protect 4.
O=C(O)c1ccc(N/N=C/c2c[nH]c3ccccc23)cc1 was read as NR2E3 ag-1 -12, HIF-2a inh 51*, m5-HT2A agonist 10, NR2E3 ag-2 -55, Shn3 3UTR inh 31, PDI turbidity 3, CaV13 FRET inh -6, iPSC survival up -0.5, TRPM1 prom inh 58, Peg3 prom inh 67* and Cardio protect 9.
For N=C1C(c2ccccc2)=C(O)CN1NC(=O)c1ccccc1 the results were NR2E3 ag-1 -2, HIF-2a inh 15, m5-HT2A agonist -3, NR2E3 ag-2 -38, Shn3 3UTR inh -21, PDI turbidity 1, CaV13 FRET inh -1, iPSC survival up 0.3, TRPM1 prom inh 9, Peg3 prom inh -1 and Cardio protect -4.
`O=C(CNC(=O)OCc1ccccc1)Nc1ccc(F)cc1` gave NR2E3 ag-1 5, HIF-2a inh 2, m5-HT2A agonist -9, NR2E3 ag-2 -26, Shn3 3UTR inh 0, PDI turbidity -55, CaV13 FRET inh -13, iPSC survival up -0.3, TRPM1 prom inh 6, Peg3 prom inh 3 and Cardio protect 3.
Cc1ccc(-c2noc(CN(C(=O)CCCN3C(=O)c4ccccc4C3=O)C(C)C)n2)cc1 was read as NR2E3 ag-1 -1, HIF-2a inh 29, m5-HT2A agonist 0, NR2E3 ag-2 33, Shn3 3UTR inh -4, PDI turbidity 13, CaV13 FRET inh -2, iPSC survival up -2.6, TRPM1 prom inh 12, Peg3 prom inh 6 and Cardio protect -13.
CCN(C(=O)COC(=O)C12CC3CC(CC(NC(C)=O)(C3)C1)C2)C1CCCCC1 was read as HIF-2a inh -9, m5-HT2A agonist 3, NR2E3 ag-2 2, Shn3 3UTR inh 0, PDI turbidity 9, CaV13 FRET inh -14, iPSC survival up -0.4, TRPM1 prom inh -8, Peg3 prom inh -10 and Cardio protect -1.
`O=C(COc1ccccc1Cl)c1ccc[nH]1` gave NR2E3 ag-1 5, HIF-2a inh -209, m5-HT2A agonist -1, NR2E3 ag-2 -31, Shn3 3UTR inh -16, PDI turbidity 3, CaV13 FRET inh 0, iPSC survival up -1.3, TRPM1 prom inh -51, Peg3 prom inh -112 and Cardio protect -2.
For O=C(NC1CCCCC1)c1ccccc1NC(=S)NC(=O)C1CCC1 the results were NR2E3 ag-1 0, HIF-2a inh 14, m5-HT2A agonist -3, NR2E3 ag-2 0, Shn3 3UTR inh 21, PDI turbidity -6, CaV13 FRET inh -5, iPSC survival up 1.0, TRPM1 prom inh 8, Peg3 prom inh -5 and Cardio protect 0.
C=CCNC(=S)N1CCN(c2ccccc2Cl)CC1 was read as NR2E3 ag-1 3, HIF-2a inh -8, m5-HT2A agonist -3, NR2E3 ag-2 -8, Shn3 3UTR inh 5, PDI turbidity 8, CaV13 FRET inh -16, iPSC survival up -0.4, TRPM1 prom inh -2, Peg3 prom inh 2 and Cardio protect 6.
COc1ccc(N2CCN(C(=O)c3ccc(S(=O)(=O)N4CCCCCC4)cc3)CC2)cc1 was read as HIF-2a inh -26, m5-HT2A agonist 10, NR2E3 ag-2 -1, Shn3 3UTR inh -5, PDI turbidity -4, CaV13 FRET inh -6, iPSC survival up 1.7, TRPM1 prom inh -5, Peg3 prom inh -22 and Cardio protect -2.
For CCOc1ccc(S(=O)(=O)Nc2cccc(C(=O)N(C)Cc3cccc(OC)c3OC)c2)cc1 the results were NR2E3 ag-1 0, HIF-2a inh 4, m5-HT2A agonist 0, NR2E3 ag-2 -20, Shn3 3UTR inh 14, PDI turbidity -5, CaV13 FRET inh -5, iPSC survival up 0.0, TRPM1 prom inh 5, Peg3 prom inh 20 and Cardio protect -7.
Cc1csc(NS(=O)(=O)c2cccc([N+](=O)[O-])c2)n1 was read as NR2E3 ag-1 6, HIF-2a inh 19, m5-HT2A agonist 0, NR2E3 ag-2 22, Shn3 3UTR inh 27, PDI turbidity -1, CaV13 FRET inh -3, iPSC survival up 0.7, TRPM1 prom inh -1, Peg3 prom inh 5 and Cardio protect 0.
CC(C)(C)c1ccc(-c2nc(C#N)c(N3CCC(C(N)=O)CC3)o2)cc1 was read as NR2E3 ag-1 -2, HIF-2a inh -16, m5-HT2A agonist -3, NR2E3 ag-2 -1, Shn3 3UTR inh 8, PDI turbidity 3, CaV13 FRET inh -5, iPSC survival up 1.3, TRPM1 prom inh -3, Peg3 prom inh -13 and Cardio protect -4.

Fetched one by one from the list above, 3 records:
Screening CN(C)c1ccc(C=NN2C(=O)CSC2=S)c(Cl)c1 returned HIF-2a inh 6, m5-HT2A agonist -9, NR2E3 ag-2 3, Shn3 3UTR inh -6, PDI turbidity -7, CaV13 FRET inh -5, iPSC survival up -0.8, Peg3 prom inh 7 and Cardio protect -6.
CCN(CC)S(=O)(=O)c1ccc(C(=O)NCCN2C(=O)S/C(=C\c3cccnc3)C2=O)cc1 was read as NR2E3 ag-1 0, HIF-2a inh 3, m5-HT2A agonist 2, NR2E3 ag-2 -38, Shn3 3UTR inh -9, PDI turbidity -17, CaV13 FRET inh -5, iPSC survival up -1.4, TRPM1 prom inh -9, Peg3 prom inh -1 and Cardio protect 29.
`COc1cc(OC)cc(C(=O)N2CCN(c3ncccn3)CC2)c1` gave NR2E3 ag-1 3, HIF-2a inh 6, m5-HT2A agonist 1, NR2E3 ag-2 -2, Shn3 3UTR inh -2, PDI turbidity 9, CaV13 FRET inh -7, iPSC survival up -1.0, TRPM1 prom inh 4, Peg3 prom inh 6 and Cardio protect -2.

Next section:
CCOc1ccc(N2C(=O)CC(N(CCc3ccc(OC)cc3)C(=O)c3cccc(F)c3)C2=O)cc1 (configuration not stated) was read as NR2E3 ag-1 -3, HIF-2a inh 12, m5-HT2A agonist 1, NR2E3 ag-2 0, Shn3 3UTR inh 4, PDI turbidity 4, CaV13 FRET inh -4, iPSC survival up -1.5, TRPM1 prom inh 6, Peg3 prom inh -7 and Cardio protect -4.
For CC(C)CNC(CC(=O)Nc1cccc([N+](=O)[O-])c1)C(=O)O (configuration not stated) the results were NR2E3 ag-1 0, HIF-2a inh 8, m5-HT2A agonist 4, NR2E3 ag-2 -10, Shn3 3UTR inh 12, PDI turbidity 3, CaV13 FRET inh -5, iPSC survival up 0.3, TRPM1 prom inh 7, Peg3 prom inh -9 and Cardio protect -3.
COc1ccc(NC(=S)NC(NC(=O)c2cccc(C)c2)C(Cl)(Cl)Cl)c([N+](=O)[O-])c1 (configuration not stated) was read as NR2E3 ag-1 -3, HIF-2a inh 28, m5-HT2A agonist 0, NR2E3 ag-2 -27, Shn3 3UTR inh 12, PDI turbidity 7, CaV13 FRET inh -5, iPSC survival up 0.0, TRPM1 prom inh -2, Peg3 prom inh 19 and Cardio protect -8.
For CC(C)[C@H](NS(=O)(=O)c1cccc(Cl)c1)C(=O)OCC(=O)NC(=O)CN1CCCC1=O the results were NR2E3 ag-1 2, HIF-2a inh 12, m5-HT2A agonist -1, NR2E3 ag-2 4, Shn3 3UTR inh -4, PDI turbidity -8, iPSC survival up -0.5, TRPM1 prom inh 6, Peg3 prom inh -3 and Cardio protect 4.
For CN(Cc1ccncn1)C(=O)CC1C(=O)NCCN1Cc1cccc(Oc2ccccc2)c1 (configuration not stated) the results were NR2E3 ag-1 0, HIF-2a inh 12, m5-HT2A agonist -3, NR2E3 ag-2 -10, Shn3 3UTR inh 3, PDI turbidity -2, CaV13 FRET inh -5, iPSC survival up 0.1, TRPM1 prom inh -10, Peg3 prom inh 2 and Cardio protect 2.
`NC(=O)c1ccc(NC(=O)c2cnc3ccccc3n2)cc1` gave NR2E3 ag-1 2, HIF-2a inh -204, m5-HT2A agonist 7, NR2E3 ag-2 -8, Shn3 3UTR inh -40, PDI turbidity -9, CaV13 FRET inh -3, iPSC survival up 0.3, TRPM1 prom inh -58, Peg3 prom inh -136 and Cardio protect 11.
For Nc1nccc(/C=C/c2ccc(Cl)cc2)n1 the results were NR2E3 ag-1 -3, HIF-2a inh -278, m5-HT2A agonist 4, NR2E3 ag-2 -42, Shn3 3UTR inh -97, PDI turbidity 10, CaV13 FRET inh -18, iPSC survival up -0.1, TRPM1 prom inh -31, Peg3 prom inh -309 and Cardio protect -10.

High-throughput results from PubChem.
